KCNQ2 inh: KCNQ2 potassium channel inhibitors, primary screen, cell-based, CHO-K1, FluxOR thallium flux, B-score (AID 2156); Potassium voltage-gated channel subfamily KQT member 2 (Rattus norvegicus), O88943; B-score at 10 µM; hit rate 1.1% among 310,000; 20 min; hits give low values;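 active = fluorescence ratio B-score at most minus 3 library SDs, with starting brightness B-score within 2 library SDs, cut at about -5.5 in these data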
Kir21 block: inhibitors of mouse Kir2.1 inward-rectifier potassium channel. Inward rectifier potassium channel 2 (Mus musculus), P35561. HEK293-Kir2.1, FluxOR thallium flux fluorescence; hits give low values. B-score at 10 µM. hit rate 0.85% among 310,000. AID 1672, 2009;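 active = fluorescence ratio B-score at or below minus 3 SD of library scores, with starting-brightness B-score within 2 SD, cut at about -4.2 in these data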;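 also: channel flux triggered by added potassium and thallium sulfate stimulus; B-score of peak minus minimum fluorescence over baseline after thallium stimulus; more negative B-score means stronger Kir2.1 block with less thallium influx; some compounds called inactive have numbers as strong as hits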
Target sequence (P35561 whole entry, looked up): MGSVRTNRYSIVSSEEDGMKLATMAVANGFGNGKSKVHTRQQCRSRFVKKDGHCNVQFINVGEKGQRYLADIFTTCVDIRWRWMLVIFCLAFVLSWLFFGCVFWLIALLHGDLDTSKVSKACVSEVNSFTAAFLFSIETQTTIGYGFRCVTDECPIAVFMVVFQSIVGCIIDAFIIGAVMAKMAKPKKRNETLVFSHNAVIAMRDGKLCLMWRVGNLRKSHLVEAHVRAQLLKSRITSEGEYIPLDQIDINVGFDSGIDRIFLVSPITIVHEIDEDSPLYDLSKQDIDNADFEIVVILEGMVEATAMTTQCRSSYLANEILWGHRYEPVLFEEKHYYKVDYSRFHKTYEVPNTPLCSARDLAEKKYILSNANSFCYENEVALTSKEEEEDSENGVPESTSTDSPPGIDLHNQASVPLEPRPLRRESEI
CHT block: inhibitors of human choline transporter CHT | CHT-expressing cells, membrane potential dye, choline response; hits give low values | B-score at 10 µM | hit rate 0.86% among 310,000;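 active = B-score over 3 SD under the library average, and starting fluorescence ratio not unusually high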;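 also: choline stimulus applied at its EC90 after an EC20 pre-addition; B-score computed on integrated fluorescence ratio after choline addition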
Target sequence (Q9GZV3 whole entry, looked up): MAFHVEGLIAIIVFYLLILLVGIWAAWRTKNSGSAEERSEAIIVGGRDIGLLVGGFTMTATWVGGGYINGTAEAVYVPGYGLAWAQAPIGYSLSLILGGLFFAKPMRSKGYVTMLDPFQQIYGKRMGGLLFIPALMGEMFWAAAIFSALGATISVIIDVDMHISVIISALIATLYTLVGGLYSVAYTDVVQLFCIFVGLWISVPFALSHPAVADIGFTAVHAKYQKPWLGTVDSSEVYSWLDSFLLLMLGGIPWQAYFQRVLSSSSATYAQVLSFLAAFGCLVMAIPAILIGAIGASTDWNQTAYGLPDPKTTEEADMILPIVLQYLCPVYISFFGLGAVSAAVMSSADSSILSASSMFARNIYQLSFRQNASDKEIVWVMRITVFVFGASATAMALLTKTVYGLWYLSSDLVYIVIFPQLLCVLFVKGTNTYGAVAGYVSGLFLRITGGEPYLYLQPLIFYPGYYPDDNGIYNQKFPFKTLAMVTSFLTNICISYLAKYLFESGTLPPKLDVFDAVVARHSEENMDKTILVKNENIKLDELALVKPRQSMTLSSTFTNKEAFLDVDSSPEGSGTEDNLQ
* = called active by the depositor; i = inactive.

SMILES	KCNQ2 inh	Kir21 block	CHT block
O=C(CN1CCN(c2cccc(Cl)c2)CC1)Nc1ccc(S(=O)(=O)N2CCOCC2)cc1	i	-0.34	i
Cc1cccc(Oc2ccc(N)cc2)c1	i	1.3	i
O=C(Nc1ccccc1Cl)c1cc(S(=O)(=O)N2CCOCC2)cs1	i	0.11	i
CCC1CCCCN1C(=O)Cn1c(C(=O)OC)cc2sc(Cl)cc21 (stereo not given)	i	-2	i
COCCN(C(=O)CSc1nnc(-c2ccccc2OC)o1)c1c(N)n(CC(C)C)c(=O)[nH]c1=O	i	0.75	i
COc1ccc(CC2(CO)CCN(S(=O)(=O)c3c(C)nn(C)c3Cl)CC2)cc1	i	-0.09	i
Cn1cc(Br)c(C(=O)NC2CCCCCC2)n1	i	-0.48	i
O=C(Oc1ccccc1C(=O)Nc1ccccc1)c1ccc(Br)c([N+](=O)[O-])c1	i	-0.04	i
Cn1c(C(=O)N2CCCC(C(=O)O)C2)cc2sccc21 (stereo not given)	i	0.56	i
CCOC(=O)C1Nc2c(F)cc(C)cc2C2c3ccccc3CC12 (stereo not given)	i	-3.5	i
Cc1ccc(C(=O)CSc2nnc(-c3c[nH]c4ccccc34)o2)cc1	i	-0.19	i
Cc1c(C)n(C)c2ccc(C(=O)NCCCN3CCCC3)cc12	i	-0.38	i
CCn1c(COc2ccc(C)cc2)nnc1SCc1ccc(C#N)cc1	i	-7.9*	i
Cc1c(NC(=O)CSc2nnc(C(C)Oc3ccc(Cl)cc3)n2-c2ccccc2)c(=O)n(-c2ccccc2)n1C (stereo not given)	i	-0.9	-10*
NC(=O)c1cnn2c(C(F)(F)F)cc(-c3ccc(F)cc3)nc12	i	-0.13	i
CCc1nc2sc(C#N)c(N)c2c2c1CCCC2	i	0.7	i
CC1CCN(CC(O)COC2CC(C)CC(C)(C)C2)CC1 (stereo not given)	i	0.7	i
Cc1oc(-c2ccccc2Cl)nc1CN1CCCCC1CO (stereo not given)	i	0.01	i
Cc1cc(NCc2ccco2)n2c(nc3ccccc32)c1C#N	i	-0.25	i
O=C(CSc1nnc(-c2ccco2)o1)N1CCCCC1	i	2	i
CC1(C)Nc2ccccc2C(=O)N1NC(=O)c1ccccc1	i	-0.53	i
CCOCC(=O)OCC(=O)NC12CC3CC(CC(C3)C1)C2	i	-1.3	i
COc1ccc(CN(C)S(=O)(=O)c2nnc(NC(=O)c3cccc(OC)c3)s2)cc1	i	-0.77	i
Cc1ccc(C(C)C)cc1OCC(=O)N/N=C/c1ccc2c(c1)OCCO2	i	-0.05	i
Cc1cc(NC(=O)COc2ccc(Cl)cc2Cl)n(CCC#N)n1	i	1.2	i
COc1cc(C(c2c(C(=O)O)[nH]c3ccccc23)c2c(C(=O)O)[nH]c3ccccc23)ccc1OCc1ccccc1	i	0.38	i
O=C(Nc1ccccc1N1CCOCC1)c1cc2ccccc2o1	i	1.7	i
Cc1nc(S(=O)(=O)N2CCN(C3c4ccccc4-c4ccccc43)CC2)cn1C	i	-3.6	i
C=CCOc1c2ccc(C(=O)NCc3ccc(OC)cc3)cc2nn1C	i	0.92	i
O=C(Nc1cccnc1)c1ccc(NS(=O)(=O)c2cccc([N+](=O)[O-])c2)cc1	i	0.01	i
COC(=O)C1CSC(C)(C)C(=O)N1 (stereo not given)	i	-1.7	i
COc1cc(S(=O)(=O)N2CCCC3(CCCCC3)C2)ccc1-n1cnnn1	i	0	i
COc1ccc(C(=O)CC(=O)C(=O)Nc2cc(OC)ccc2OC)cc1	i	-0.61	i
O=C(Cc1ccc(Br)cc1)N1CCN(c2ccccn2)CC1	i	-0.23	i
O=c1c2ccccc2nc(/C=C/c2c[nH]c3ccccc23)n1CCO	i	1.3	i
COc1ccc(C(C(=O)NCCC(C)C)N(CCCO)C(=O)c2snc(C(N)=O)c2N)cc1OC (stereo not given)	i	-2.1	i
CCOc1cc(N2CCOCC2)c(OCC)cc1NC(=O)CN1C(=O)NC2(CCc3ccccc32)C1=O (stereo not given)	i	0.26	i
O=C(NNC(=O)c1ccco1)c1ccc(NS(=O)(=O)c2cccs2)cc1	i	-0.42	i
CCOC(=O)c1ccc(S(=O)(=O)N2CCN(CC(=O)NC(=O)NC(C)(C)C)CC2)cc1	i	1.5	i
CC(=O)NCCc1ccc(S(=O)(=O)Nc2ccc(C)c(S(=O)(=O)N3CCOCC3)c2)cc1	i	-0.02	i
CN(C)CCOC(=O)C1(c2ccccc2)CCCC1	i	-1.3	i
COc1ccc(-c2nc(-c3ccc(NC(=O)c4ccncc4)cc3)no2)cc1OC	i	-1.6	i
S=C(NCc1ccc2c(c1)OCO2)Nc1ccc(-c2nc3ccccc3[nH]2)cc1	i	0.31	i
O=C(CSc1nnc(-c2ccc(O)cc2)o1)Nc1ccc2c(c1)OCCO2	i	-0.11	i
COc1ccc(/C=C/C(=O)NC2CC3CCC2C3)cc1 (stereo not given)	i	-1.6	i
CCc1nnc(NC(=O)/C=C/c2cccs2)s1	i	-1.2	i
CN(C(=O)CN1CCN(c2ccc([N+](=O)[O-])cn2)CC1)c1ccccc1	i	1.5	i
NNC(=O)C(=O)/C=C1\NC2(CCCC2)Cc2ccccc21	i	-0.25	i
O=C(NC1CC1)c1scc2c1OCCO2	i	-0.7	i
CCOc1ccccc1CN1CCNC(=O)C1CC(=O)NCCCn1cccn1 (stereo not given)	i	-0.17	i

Entries of single compounds as entered above:
`O=C(NNC(=O)c1ccco1)c1ccc(NS(=O)(=O)c2cccs2)cc1` is entered as KCNQ2 inh: i; Kir21 block: -0.42; CHT block: i
`Cc1c(NC(=O)CSc2nnc(C(C)Oc3ccc(Cl)cc3)n2-c2ccccc2)c(=O)n(-c2ccccc2)n1C` (stereo not given) is entered as KCNQ2 inh: i; Kir21 block: -0.9; CHT block: -10*

Entries listed above shown as hits in CHT block.
SMILES	KCNQ2 inh	Kir21 block	CHT block
Cc1c(NC(=O)CSc2nnc(C(C)Oc3ccc(Cl)cc3)n2-c2ccccc2)c(=O)n(-c2ccccc2)n1C (stereo not given)	i	-0.9	-10*

The list continues:
SMILES	KCNQ2 inh	Kir21 block	CHT block
Cc1ccc(CNS(=O)(=O)c2c(C)[nH]c(C)c2C(=O)N2CCCCC2)o1	i	-2.6	i
CCOc1ccc2nc(NC(=O)CSc3nnc(-c4ccncc4)n3CC3CCCO3)sc2c1 (stereo not given)	i	1.8	i
C=CCN(CC=C)C(=O)c1ccncc1	i	0.01	i
CC(=O)c1ccc(NC(=O)C(C)N(C)CC(=O)Nc2ccc(Cl)cc2)cc1 (stereo not given)	i	-0.26	i
CN1CCNC(=O)C1CC(=O)NCC1(c2ccccc2)CCCCC1 (stereo not given)	i	-1.5	i
O=C(N/N=C/c1ccncc1)c1ccc(NS(=O)(=O)c2cccs2)cc1	i	1.1	i
CC(C)CNC(=O)c1cccc(NC(=O)C(C)Oc2ccccc2)c1 (stereo not given)	i	-0.86	i
O=C(CN1C(=O)c2ccccc2C1=O)Nc1ccc(Cl)cn1	i	0.36	-5.1*
Cc1ccc(-n2c(-c3ccco3)nc3c(cnn3-c3ccccc3C)c2=O)cc1	i	-0.59	i
Cc1ccc(CSc2nc3ccncc3n2CC(=O)Nc2cc(C)cc(C)c2)cc1	i	0.7	i
CCc1nc(N2CCOCC2)c(C#N)c2c1COC(C)(C)C2	i	0.32	i
O=C(NC12CC3CC(CC(C3)C1)C2)C1CCCN1C(=O)NC1CCCCC1 (stereo not given)	i	-0.08	i
COc1ccccc1/C=C(\NC(=O)c1ccc(OC)c(OC)c1)C(=O)Nc1cccc([N+](=O)[O-])c1	i	0.12	i
Cc1cccc(OCC(=O)Nc2ccc3oc(=O)ccc3c2)c1C	i	-0.38	i
Cn1c(=O)cc(N2CCc3ccccc32)[nH]c1=O	i	-1.3	i
O=C(N/N=C1/CC(c2ccccc2)Oc2ccccc21)C1CC1 (stereo not given)	i	-0.06	i
Cc1ccc([N+](=O)[O-])cc1N(CC(=O)Nc1ccc(S(=O)(=O)Nc2cccc(C(F)(F)F)c2)cc1)S(C)(=O)=O	i	0.01	i
Cc1ccc(-n2c(-c3ccncc3)nnc2-c2ccco2)cc1	i	0.67	i
Cc1cc2ccccn2c1C(=S)NC(=O)c1ccccc1	i	1.3	i
Cc1[nH]c2ccccc2c1C(=O)COC(=O)Cn1c(C)nc2ccccc21	i	-0.14	i
c1ccc2c(c1)nc(Nc1ccc(N3CCCCC3)cc1)c1nncn12	i	0.65	i
CCCCP(=O)(CCCC)CCP(=O)(c1ccccc1)c1ccccc1	i	1	i
CCOC(=O)c1c(/N=C/C2=C(O)CCCC2=O)sc(C)c1C	i	0.63	i
Cc1ccc2nc(SCC(=O)Nc3cc([N+](=O)[O-])ccc3F)[nH]c2c1	i	0.29	i
CC(C)CN(C(=O)COC(=O)Cc1n[nH]c(=O)c2ccccc12)C1CCS(=O)(=O)C1 (stereo not given)	i	0.43	i
CNc1nc(-c2ccc3c(c2)CCN3C(=O)c2ccccc2C)cs1	i	-0.33	i
CCc1ccc(OCc2ccc(C(=O)O)o2)cc1	i	-0.99	i
CCCCC(=O)NC1=C(C(=O)OC)SCC1	i	-0.67	i
O=C(COC(=O)c1ccc(O)cc1)Nc1ccccc1-c1ccccc1	i	0.76	i
Cc1ccc(-c2cc(Cc3ccccc3)c(=O)[nH]n2)cc1	i	-0.17	i
CCC(C)(C)NC(=O)CN(C(=O)c1csnn1)c1cccc2c1CCCC2	i	1.4	i
CCC1Oc2ccccc2C(=O)N(CC(=O)c2ccc3c(c2)OCCO3)C1=O (stereo not given)	i	-1.4	i
CC(Oc1ccc(Cl)cc1Cl)C(=O)OCn1nnc2ccccc2c1=O (stereo not given)	i	-0.08	i
O=C(/C(C=Nc1cc2c(oc1=O)CCCC2=O)=C(\O)c1ccccc1)c1ccccc1	i	0.56	i
COc1ccc(NC(=O)C2CCC(CNS(=O)(=O)c3cccs3)CC2)cc1 (stereo not given)	i	1.6	i
CCCCOC(=O)c1ccc(NC(=O)C(=O)NCc2ccccn2)cc1	i	1.7	i
Cc1cc(=O)oc2cc(OCC(=O)N3CC[C@@]4(O)CCCC[C@H]4C3)c(Cl)cc12	i	1	i
CC(C)Cc1cc(C(=O)Nc2cccnc2)no1	i	0.69	i
CSc1ncccc1C(=O)Nc1nnc(C2CC2)s1	i	-0.44	i
CCCC(=O)Nc1cc(C)c(NC(=O)c2ccncc2)cn1	i	0.99	i
CCC(=O)NC(Nc1sc2c(c1C(=O)OC)CCC2)C(Cl)(Cl)Cl (stereo not given)	i	-2.1	i
Cc1ccc(C(=O)Nc2cccc3[nH]c(C(F)(F)F)nc23)cc1	i	1	i
COc1cc(/C=C/C(=O)OCC(=O)NC2CC2)cc(S(=O)(=O)N2CCc3ccccc32)c1OC	i	0.85	i
O=C1c2ccc3c4c(ccc(c24)C(=O)N1NC(=O)C(F)(F)F)CC3	i	0.09	i
O=C(NCCCn1ccnc1)Nc1cccc(Cl)c1	i	-0.91	i
O=C(O)C(F)=C1c2ccccc2-c2ccccc21	i	1.8	i
CCCCCCCCSc1n[nH]c(N)n1	i	0.01	i
COc1cc(/C=N/Nc2ccc(S(N)(=O)=O)cc2)cc(OC)c1OC	i	1.7	i
COC(=O)c1sccc1NC(=O)c1ccccc1[N+](=O)[O-]	i	-1.7	i
CC(C(=O)N1CCc2ccccc21)N1CCN(c2ccccn2)CC1 (stereo not given)	i	0.79	i
Following part:
SMILES	KCNQ2 inh	Kir21 block	CHT block
CN1C(=O)C(=O)/C(=C(/O)c2ccc(Br)cc2)C1c1ccccc1F (stereo not given)	i	1.4	i
Clc1ccc(N2CCN(/N=C/c3ccncc3)CC2)cc1	i	0.26	i
CCc1cccc(NC(=S)N(CCN(C)C)C2CCN(C(C)C)CC2)c1	i	-0.44	i
O=C(NN=C1CCC(=NNC(=O)c2cccnc2)CC1)c1cccnc1	i	-3.4	i
CCOC(=O)N/N=C(\C)c1cccs1	i	-9.9	i
CCN(CC)CCNC(=O)CS(=O)Cc1nc(-c2ccc(C)cc2)oc1C (stereo not given)	i	-0.27	i
Cc1cccc(C(=O)Nc2cccc(C(=O)N3CCOCC3)c2)c1	i	0.33	i
CCNCC(=O)N1c2ccccc2CCc2ccc(NC(=O)OCC)cc21	i	-0.17	i
COc1ccc(O)c(/C=N/NC(=S)NCCc2ccccc2)c1	i	1.5	i
COc1ccc(NC(=O)CN2CCc3ccccc3C2)c([N+](=O)[O-])c1	i	0.01	i
CC1CCc2nc(NC(=O)CN3CCN(c4ccc(F)cc4)CC3)sc2C1 (stereo not given)	i	-0.38	i
CC(Nc1nc(-c2cccnc2)nc2ccccc12)c1ccc(F)cc1 (stereo not given)	i	-2.6	i
Cc1ccc(-c2ocnc2C(=O)N2CCN(C(=O)c3cccs3)CC2)cc1	i	-0.36	i
Cc1ccc(/C=C/C(=O)c2ccc([N+](=O)[O-])o2)cc1	i	-0.25	i
O=C(Nc1ccc(NC(=O)C2CCCCC2)nc1)c1ccco1	i	0.35	i

Part of the list above, showing only KCNQ2 inh and Kir21 block.
SMILES	KCNQ2 inh	Kir21 block
CC(Nc1nc(-c2cccnc2)nc2ccccc12)c1ccc(F)cc1 (stereo not given)	i	-2.6
CC1CCc2nc(NC(=O)CN3CCN(c4ccc(F)cc4)CC3)sc2C1 (stereo not given)	i	-0.38
Cc1ccc(-c2ocnc2C(=O)N2CCN(C(=O)c3cccs3)CC2)cc1	i	-0.36
Cc1ccc(/C=C/C(=O)c2ccc([N+](=O)[O-])o2)cc1	i	-0.25
